PABP1 MLLE inh: blocks PAM2 peptide binding to the PABP1 MLLE domain; GST-MLLE / FITC-PAM2 fluorescence polarization; inhibition, % at 20 µM; 0.36% of 360,000 active; P11940; AID 588489; in the data active means inhibition above about 35%, passing the limit was not always enough;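 further: plate controls were DMSO wells with GST-MLLE for no effect and wells lacking GST-MLLE protein for full effect; some results filed as inactive read as strong as hits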
MsrA inh: bovine MsrA inhibition | 0.75% of 360,000 active | purified bovine MsrA, absorbance read-out | inhibition, % at 15.5 µM; in the data active means inhibition above about 4.5%;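 further: 0% = vehicle wells with enzyme and 100% = reference inhibitor wells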
FAS TE block: inhibitors of human fatty acid synthase thioesterase domain | P49327 | inhibition, % at 15 µM | recombinant FAS-TE, OMFH fluorogenic substrate, fluorescence endpoint | 0.67% of 360,000 active | AID 602261;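 active means compounds whose normalised, plate-corrected inhibition of enzyme fluorescence in the single-dose primary screen is 50% or more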;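 further: 0% = DMSO with enzyme and 100% = substrate without enzyme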
TbMetRS inhib: blocks T. brucei methionyl-tRNA synthetase activity; purified T. brucei MetRS, ATP depletion, Kinase-Glo luminescence; 0.4% of 360,000 active; inhibition, % at 11.9 µM; AID 624268;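 active means inhibition above a per-plate cutoff of the control wells' mean inhibition plus 3 SD, cut at about 5.5% in these data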;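 further: 0% = DMSO wells median and 100% = median of wells with control inhibitor compound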
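Material – parasite MetRS enzyme · Medium – HEPES-MgCl2-KCl buffer plus DTT, spermine, BSA, pyrophosphatase · Reagent – ATP, methionine and E. coli bulk tRNA substrates · Times – 15 min enzyme-compound preincubation, 2 h reaction, 10 min detection, 25 °C · Measured by – luminescence of leftover ATP · Evaluation – percent inhibition relative to median high and low control wells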
NRP1-CendR mod: alters CendR peptide binding to human NRP-1 | 0.85% of 360,000 active | FAM-RPARPAR peptide binding to NRP-1, fluorescence polarization | O14786 | inhibition, % at 25 µM;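 active means inhibition or corrected inhibition above about 18%, plus a signal ratio from 0.5 to 1.5, limit read from the data, passing the limit was not always enough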; further: strong numbers were not always called active
Target sequence (O14786 whole entry, looked up): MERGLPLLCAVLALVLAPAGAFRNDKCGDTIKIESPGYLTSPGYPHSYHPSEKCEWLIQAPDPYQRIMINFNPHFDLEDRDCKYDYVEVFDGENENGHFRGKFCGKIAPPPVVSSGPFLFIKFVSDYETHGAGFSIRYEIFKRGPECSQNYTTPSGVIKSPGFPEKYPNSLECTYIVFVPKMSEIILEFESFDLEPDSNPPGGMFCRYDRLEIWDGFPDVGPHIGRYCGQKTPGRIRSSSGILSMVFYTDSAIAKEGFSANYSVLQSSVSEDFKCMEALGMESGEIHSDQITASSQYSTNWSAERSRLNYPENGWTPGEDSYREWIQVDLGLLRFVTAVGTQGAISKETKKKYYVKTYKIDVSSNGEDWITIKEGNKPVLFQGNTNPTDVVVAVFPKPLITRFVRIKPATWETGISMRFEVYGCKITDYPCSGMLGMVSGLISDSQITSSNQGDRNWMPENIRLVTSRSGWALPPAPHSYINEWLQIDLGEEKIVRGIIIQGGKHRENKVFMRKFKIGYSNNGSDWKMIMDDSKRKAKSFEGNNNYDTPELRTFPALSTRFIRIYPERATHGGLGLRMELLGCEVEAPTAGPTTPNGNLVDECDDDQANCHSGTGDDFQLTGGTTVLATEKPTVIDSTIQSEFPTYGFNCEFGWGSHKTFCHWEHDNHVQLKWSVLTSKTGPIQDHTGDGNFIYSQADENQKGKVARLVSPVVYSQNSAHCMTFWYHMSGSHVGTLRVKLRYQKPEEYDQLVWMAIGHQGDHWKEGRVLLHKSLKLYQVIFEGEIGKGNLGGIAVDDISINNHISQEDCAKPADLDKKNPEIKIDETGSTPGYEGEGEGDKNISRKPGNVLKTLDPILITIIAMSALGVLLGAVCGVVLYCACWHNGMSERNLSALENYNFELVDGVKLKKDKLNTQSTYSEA
eLon inh: inhibits E. coli Lon protease | purified E. coli Lon protease, fluorescence polarization | 0.42% of 360,000 active | P0A9M0 | inhibition, % at 7.94 µM; in the data active means inhibition above about 13%, passing the limit was not always enough;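 further: 0% = enzyme with probe and DMSO and 100% = no enzyme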
MT1-MMP act inh: blocks activation of human MT1-MMP; GFP/RFP ratio change, % at 20 µM; HT1080 RFP-PRO-GFP cells, GFP/RFP ratio fluorescence, overnight; percent of plate control window, DMSO zero; P50281; 0.061% of 360,000 active; AID 651647;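 active means GFP/RFP ratio change of at least 30% with cell ATP level not reduced by more than half and red fluorescence within 50% of control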; further: strong numbers were not always called active
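Assay system: RFP-PRO-GFP reporter HT1080 cells; read-out basis: GFP/RFP fluorescence ratio; benchmarks: DMSO wells and RFP-L50D-GFP cells; doses: 20 µM single dose, 1% DMSO; schedule: overnight cell settling, then overnight compound exposure, 37 °C, 5% CO2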
SKN-1 inh: inhibitors of C. elegans SKN-1; C. elegans VP596 Pgst-4::GFP/RFP ratio, acrylamide-induced, 24 h; inhibition, % at 21.8 µM; 0.49% of 360,000 active; AID 624304;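 active means interference check ratio from 0.5 to 1.5 plus GFP to RFP signal ratio inhibition reaching or exceeding a fixed threshold, cut at about 30% in these data, passing the limit was not always enough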; further: some compounds called inactive have numbers as strong as hits
bovine MsrA act: activators of bovine methionine sulfoxide reductase A | purified bovine MsrA, absorbance read-out | AID 602163 | 0.3% of 360,000 active | activation, % at 10.6 µM; in the data active means activation above about 7.5%;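 further: 0% = vehicle and 100% = reference activator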
The depositor's hits bear a star; . = no result given.

SMILES	PABP1 MLLE inh	MsrA inh	FAS TE block	TbMetRS inhib	NRP1-CendR mod	eLon inh	MT1-MMP act inh	SKN-1 inh	bovine MsrA act
COc1ccccc1NS(=O)(=O)c1cc(C(=O)NCc2ccco2)ccc1C	-7	-0.8	3	-0.7	-12	-2	3	3	0
Cc1ccccc1CN1CCC(CNC(=O)Nc2ccc(F)cc2F)CC1	0	-0.2	-5	-1.9	-12	-2	0	11	-7
Cc1cc(Cl)ccc1OCC(=O)NC1CCCC1	1	2.1	2	1.4	-8	0	-1	31	0
N#Cc1c(N)c(C(=O)c2ccccc2)n2c1CCCC2	5	0.5	-3	-0.9	2	-7	-6	2	-11
COc1ccc(CNC(=O)Nc2ccc([N+](=O)[O-])cc2)cc1	-6	0.1	3	0.1	23	-6	-5	6	-4
CCCCN1C(N)=NC[C@@H]1Cc1ccc(O)cc1	10	-0.8	-12	-0.3	6	-4	-2	-2	-4
O=C(O)CCCCN1C(=O)/C(=C\c2ccc(OCc3ccccc3)c(OCc3ccccc3)c2)SC1=S	-4	0.8	-142	0.1	-69	0	10	17	-7
N#Cc1c(-c2ccccc2)nc(SCC(=O)Nc2nnc(C(F)(F)F)s2)[nH]c1=O	-6	-0.7	-1	-0.7	-34	-3	7	4	-6
NC(=S)N=Nc1c(O)n(CCCl)c2ccc(Cl)cc12	20	1.9	3	-0.3	3	4	9	-3	-4
CCn1nc(C)c(C(=O)Nc2cc(Oc3cc(C)cc(C)c3)cc([N+](=O)[O-])c2)c1C	2	1.3	46	-0.6	-1	-3	-6	10	-1
CCOC(=O)C1CCCN(S(=O)(=O)c2ccc(Br)c(OC)c2)C1 (stereo not given)	-8	-1.0	9	-0.9	0	0	0	5	0
Fc1ccc(COc2cccc3cccnc23)cc1	7	1.5	-4	-0.7	-3	5	2	8	-4
O=C(Cc1ccccc1)Nc1ccc(F)cc1	-8	0.1	-5	-0.8	0	-4	-4	6	-3
O=C(Nc1cccc(-c2cnc3ccccc3n2)c1)C1CC(=O)N(c2ccccc2)C1 (stereo not given)	-4	1.2	2	-0.2	8	-4	8	8	-2
COc1cc2oc(=O)cc(-c3cccc(-c4cccc(C)c4)c3)c2c(OC)c1OC	-5	0.3	25	-0.8	-12	-1	-2	11	-5
CCCOc1ccc(C(=O)Nc2ccc(S(=O)(=O)N3CCN(C)CC3)cc2)cc1	7	0.2	1	2.0	1	3	5	2	-1
CCN1CCN(c2oc(-c3ccccc3C)nc2S(=O)(=O)c2ccccc2)CC1	14	-1.0	7	-0.4	15	-1	-1	-10	-2
Cc1cc(C)c2nc(NNC(=O)c3ccc(S(=O)(=O)N4CC(C)CC(C)C4)cc3)sc2c1 (stereo not given)	-100	1.2	16	-0.2	0	-7	12	-2	-6
CCOC(=O)c1nc(NCc2cccnc2)c2ccccc2n1	-7	1.2	-7	0.1	-7	3	5	4	-1
CN(NC(=O)c1ccccc1)c1nc2ccccc2nc1C(F)(F)F	-13	0.3	-8	-0.9	0	2	-6	-5	-1
N#CC1(Cc2ccccc2Cl)c2ccccc2C=CN1C(=O)c1ccccc1 (stereo not given)	11	2.5	31	-0.3	10	-1	-5	24	-1
O=C1c2ccccc2C(Nc2ccccc2F)N1c1cccnc1 (stereo not given)	-8	-0.6	-1	-1.1	-7	-5	3	7	-3
Cc1cc(NS(=O)(=O)c2ccc(NC(=O)c3cnc4sccn4c3=O)cc2)nc(C)n1	12	1.4	-4	0.0	-4	-3	5	3	-5
CCCOc1ccc(C(=O)CCNc2cccc(Cl)c2)cc1	-17	0.7	18	-0.8	6	0	4	10	-6

Single records, as listed above:
Entry for CN(NC(=O)c1ccccc1)c1nc2ccccc2nc1C(F)(F)F = PABP1 MLLE inh = -13; MsrA inh = 0.3; FAS TE block = -8; TbMetRS inhib = -0.9; NRP1-CendR mod = 0; eLon inh = 2; MT1-MMP act inh = -6; SKN-1 inh = -5; bovine MsrA act = -1
Entry for Cc1cc(Cl)ccc1OCC(=O)NC1CCCC1 = PABP1 MLLE inh = 1; MsrA inh = 2.1; FAS TE block = 2; TbMetRS inhib = 1.4; NRP1-CendR mod = -8; eLon inh = 0; MT1-MMP act inh = -1; SKN-1 inh = 31; bovine MsrA act = 0

(listing goes on)
SMILES	PABP1 MLLE inh	MsrA inh	FAS TE block	TbMetRS inhib	NRP1-CendR mod	eLon inh	MT1-MMP act inh	SKN-1 inh	bovine MsrA act
COc1ccc(CNC(=O)CN(C(=O)c2csnn2)c2cccc(C(C)=O)c2)cc1	5	0.5	-4	-0.4	1	-8	-1	9	-1
COc1cc(Cl)c(CN2CCC(CO)(CCOc3ccccc3)CC2)cc1OC	-3	0.6	-3	3.1	-8	-8	3	-5	0
COC(=O)CCc1c(C)c(C(=O)c2cc(OC)c(OC)c(OC)c2)c2ccccn12	8	0.7	1	-1.2	-2	-4	-1	-1	-2
Cc1cccc(NC(=S)NCC(c2cccnc2)N(C)C)c1C (stereo not given)	13	1.7	-9	0.3	10	-2	0	5	0
CCOC(=O)N1CCN(C(=O)c2cccc(F)c2)CC1	12	1.0	-7	-1.7	5	4	0	-3	-9
C=CCC1(O)C(=O)N2C(=C1C(=O)OCC)c1ccc3ccccc3c1CC2(C)C (stereo not given)	-2	1.7	3	-1.5	-7	-4	-6	4	-3
COc1ccc(CN2C[C@@H](CO)O[C@@H](n3cnc4c(NCCO)ncnc43)C2)cc1	-49	0.7	-6	-0.3	3	-1	5	19	-2
O=S(=O)(c1ccc2c(c1)CCCN2)N1CCCC2CCCCC21 (stereo not given)	-8	0.8	18	-1.1	-4	17	5	-8	-3
Cc1ccc(C(=O)CN2CCN(c3ccccn3)CC2)c(C)c1	1	0.8	-3	-0.6	7	7	0	-1	0
COc1cc(OC)c(/C=N/n2c(C)nnc2C)c(OC)c1	7	2.1	-11	0.5	7	2	1	11	-2
N/C(COc1cc(Cl)cc(Cl)c1)=N\O	-1	-0.2	-8	0.7	0	6	0	3	-6
Cc1cccc(C)c1NC(=O)C(c1ccccc1OC(F)(F)F)N1CCC(c2ccccc2)CC1 (stereo not given)	.	0.0	.	-1.1	2	.	-20	2	.
O=C(NCCc1ccccn1)/C(=C/c1ccco1)NC(=O)c1ccccc1	16	0.1	-2	-0.9	-12	-8	1	-2	-3
CCc1nnc(NC(=O)C2CCN(S(=O)(=O)c3ccc(C)cc3)CC2)s1	3	0.5	-7	0.3	8	-5	4	-3	1
CCCCOC(=O)c1ccc(Nc2ncnc3nc[nH]c23)cc1	-10	-0.2	-70	-0.4	-3	-8	6	5	-2
C=CCNc1nc(Cl)nc(Nc2ccc([N+](=O)[O-])cc2)n1	9	0.0	-2	-1.2	6	0	2	-5	-4
COC(=O)c1cn(NC(=O)C2CCCO2)c(=O)c2ccccc12 (stereo not given)	-8	0.8	-8	-0.5	5	-3	-3	11	-3
O=C(NCC1CCCO1)C1CCCN(S(=O)(=O)c2ccc(F)cc2)C1 (stereo not given)	4	0.3	-5	-0.7	1	5	-4	-3	-7
CCOC(=O)c1ccc(Nc2cc(C)nc(-c3ccccc3)n2)cc1	8	1.3	26	-1.7	6	4	-6	9	-7
Cn1c(SCC#N)nnc1-c1ccc2c(c1)OCO2	-1	0.7	-4	-0.1	2	-3	-2	14	2
Cc1ccc2c(c1)C1CN(C)CCC1N2S(=O)(=O)c1ccc(C(C)C)cc1 (stereo not given)	9	0.3	8	-0.3	-1	-4	-8	-13	0
Cn1cc(C(=O)N/N=C/c2cccc([N+](=O)[O-])c2)c2ccccc21	12	0.4	-2	0.9	9	-10	1	27	-3
CCC(=O)Nc1ccc(-c2nnc(SCC(=O)N3CCCCC3)n2C)cc1	-1	-0.5	-8	-0.3	17	-2	0	-11	0
CSc1ccccc1C(=O)Nc1cc2c(cc1C(=O)O)OCCCO2	12	-0.7	1	-0.5	-3	0	1	24	-3
Cc1nc(N2CCCCC2)c2ccsc2n1	-4	-0.7	-2	0.4	2	-6	-9	2	0
O=C1CN(C(=O)c2cc3ccccc3o2)c2ccccc2N1	-5	-0.7	-7	-0.2	-13	-6	0	7	-3
CC(C)c1ccc(CN2C(=O)c3ccccc3S2(=O)=O)cc1	-4	0.8	41	-1.0	-5	0	2	-20	-7
COC(=O)C1=C(C)OC(N)=C(C#N)C1c1cc(C)sc1C (stereo not given)	18	1.4	7	0.3	11	9	-4	24	-1
CC(C)[C@H](NS(=O)(=O)/C=C/c1ccccc1)C(=O)OCC(=O)NC(N)=O	-3	0.9	-6	0.3	0	-4	-3	-13	-5
CC1(C)CC(NS(=O)(=O)c2ccc(F)cc2)CC(C)(C)N1	2	1.1	-4	0.1	-6	-4	-2	10	-2
C=C(C)Cn1c(CCNC(=O)CCC)nc2ccccc21	-7	-0.1	-4	-0.6	7	-3	4	-5	-1
CCOc1ccc(NC(=O)N[C@@H](CCSC)C(=O)OC)cc1	6	0.9	-5	-1.7	-4	-17	-6	-3	-14
Nc1nc(N)nc(-c2cc(C(F)(F)F)ccc2Cl)n1	-6	-0.3	-8	0.5	3	-4	8	6	-2
CC(=O)c1cccc(NS(=O)(=O)c2cc3c(cc2C)NC(=O)CO3)c1	-6	0.7	-3	0.1	0	-3	-2	-6	-1
CCCC(=O)N1CCC1(C)C(=O)Nc1scc(C)c1C#N (stereo not given)	4	.	-11	-0.3	-5	-9	0	8	-4
O=C(CCC1CCCN(C(=O)Cc2cccc(F)c2)C1)N1CCN(c2ccccn2)CC1 (stereo not given)	20	1.7	-5	0.7	16	-11	1	0	0
CN(CC(=O)NC1CCCCCC1)S(=O)(=O)c1cnc[nH]1	7	1.5	-6	-0.9	12	3	-1	11	4
ClCc1nnc(-c2cc3c(s2)CCCC3)o1	-3	0.9	7	-0.6	-3	3	-2	1	-2
CSCCC(NC(=O)c1ccccc1Br)C(=O)N1CCCCCCC1 (stereo not given)	-14	0.8	-4	-0.5	6	-4	-1	2	-1
CC1=C(C)C(=O)OC(C(C)C2CCC3C4CC=C5CC(OC6OC(COC7OC(CO)C(O)C(O)C7O)C(O)C(O)C6O)CC(O)C5(C)C4CCC23C)C1 (stereo not given)	14	0.3	-5	-1.1	-16	-7	0	15	-4
COc1cc(CCC(=O)OCC(=O)Nc2ccc3c(c2)OCO3)cc(OC)c1OC	1	1.7	0	-0.4	-10	2	2	13	-4
CCCCCC(=O)Nc1ccc(C2C(=O)c3ccccc3C2=O)cc1	-6	-0.4	0	-0.8	7	0	2	2	-1
COC(=O)c1cccc(NC(=O)C(C)(C)C)c1	4	0.0	-2	-0.8	9	9	4	-1	-7
Cc1ccc(C)c(OCC(=O)NNC(=O)c2ccc(=O)[nH]c2)c1	-1	-0.1	-4	0.1	-9	-15	1	-10	-3
CCN(CC)S(=O)(=O)c1ccc(/C=C/C(=O)NC2CCCCC2)cc1	2	-0.6	3	-0.3	-1	-1	1	-9	-4
C=CCCN(C1CCCC1)S(=O)(=O)c1ccccc1Br	6	1.8	16	-0.1	-7	8	-4	14	1
CCC(=O)N1CCc2cc(S(=O)(=O)NCCCOC)ccc21	-3	-0.7	-9	-0.5	1	5	3	-15	-11
CCCn1nc2cc(C(=O)NCc3ccccc3)ccc2c1OCC	4	-1.0	-12	-0.1	27*	-16	5	12	-1

Printed as active in NRP1-CendR mod, of those listed so far:
canonical_smiles	PABP1 MLLE inh	MsrA inh	TbMetRS inhib	NRP1-CendR mod	eLon inh	MT1-MMP act inh	SKN-1 inh	bovine MsrA act
CCCn1nc2cc(C(=O)NCc3ccccc3)ccc2c1OCC	4	-1.0	-0.1	27*	-16	5	12	-1

Hits appear at their usual frequency (roughly 4% active in at least one column).
